# M5 ag – CHRM5 agonism in calcium assay | activation, % at 3 µM | actives 0.19% (n = 360,000) | CHO-K1 hM5 cells, Fluo-8 calcium fluorescence; 0% DMSO wells, 100% maximal acetylcholine response | P08912;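 active means activation above the run's mean over test compounds plus 3 SD, cut at about 23% in these data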;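 further: signal is peak over basal fluorescence ratio across the kinetic read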
# Target sequence (P08912 whole entry, looked up): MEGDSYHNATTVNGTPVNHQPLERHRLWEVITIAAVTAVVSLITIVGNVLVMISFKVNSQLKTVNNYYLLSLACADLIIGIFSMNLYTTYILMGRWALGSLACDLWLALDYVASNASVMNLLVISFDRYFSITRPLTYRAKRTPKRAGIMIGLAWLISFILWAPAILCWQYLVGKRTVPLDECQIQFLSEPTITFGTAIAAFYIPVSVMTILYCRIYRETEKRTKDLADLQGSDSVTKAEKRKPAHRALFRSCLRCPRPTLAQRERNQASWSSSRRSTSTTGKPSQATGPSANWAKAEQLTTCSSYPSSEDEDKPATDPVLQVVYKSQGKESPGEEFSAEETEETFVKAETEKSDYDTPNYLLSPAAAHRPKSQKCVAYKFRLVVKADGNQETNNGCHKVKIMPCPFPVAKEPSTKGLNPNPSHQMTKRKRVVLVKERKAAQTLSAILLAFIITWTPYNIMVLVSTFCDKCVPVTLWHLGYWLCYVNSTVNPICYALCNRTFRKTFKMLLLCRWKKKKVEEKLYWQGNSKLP
# CHO-K1 Ca antag – nonselective inhibitor or artifact in parental CHO-K1 cells; ATP-induced calcium, Fluo-8 fluorescence; AID 602250; actives 0.6% (n = 360,000); inhibition, % at 3 µM;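 active means inhibition above a per-plate cutoff, the plate's mean sample inhibition plus 3 SD, cut at about 24% in these data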;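 further: 0% = DMSO plus EC80 ATP and 100% = DMSO alone without ATP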
# M4 PAM – potentiates acetylcholine response at human M4 receptor. activation, % at 3 µM. CHO-K1 hM4/Gqi5, Fluo-8 calcium fluorescence, ACh EC20; 0% = ACh EC20, 100% = maximal ACh. actives 0.4% (n = 360,000). P08173;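 active means activation above its plate's cutoff, the mean activation of sample wells plus 3 SD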; further: some results filed as inactive read as strong as hits
# Target sequence (P08173 whole entry, looked up): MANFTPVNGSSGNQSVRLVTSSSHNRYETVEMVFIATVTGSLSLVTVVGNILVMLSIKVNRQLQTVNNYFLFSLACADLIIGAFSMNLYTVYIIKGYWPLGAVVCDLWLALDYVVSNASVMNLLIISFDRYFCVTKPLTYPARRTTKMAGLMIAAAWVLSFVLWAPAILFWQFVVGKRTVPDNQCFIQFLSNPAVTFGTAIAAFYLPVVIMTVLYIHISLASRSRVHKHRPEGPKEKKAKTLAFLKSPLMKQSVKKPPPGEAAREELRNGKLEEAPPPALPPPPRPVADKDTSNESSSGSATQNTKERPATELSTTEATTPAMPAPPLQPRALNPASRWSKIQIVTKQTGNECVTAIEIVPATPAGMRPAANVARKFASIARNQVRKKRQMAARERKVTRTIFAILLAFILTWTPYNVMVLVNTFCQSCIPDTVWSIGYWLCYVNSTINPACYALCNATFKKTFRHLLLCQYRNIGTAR
# M5 antag – antagonists of human muscarinic M5 receptor (CHRM5); CHO-hM5 cells, Fluo-8 calcium fluorescence, ACh EC80; inhibition, % at 3 µM; actives 0.59% (n = 360,000); AID 624040;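 active means inhibition above a per-plate cutoff, the mean of that plate's test compounds plus 3 SD, cut at about 27% in these data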;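 further: 0% = acetylcholine EC80 with DMSO and 100% = DMSO without agonist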
# M4 ag – agonists of human muscarinic M4 receptor (CHRM4); actives 0.14% (n = 360,000); CHO-K1 hM4/Gqi5, Fluo-8 calcium fluorescence; vehicle 0%, full acetylcholine response 100%; activation, % at 3 µM; AID 624127; P08173;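 active means activation above the run mean over all test wells plus 3 SD, cut at about 32% in these data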;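 further: peak over basal fluorescence ratio per well then scaled between controls; 0% = DMSO wells and 100% = acetylcholine at EC100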
# CHRM5 PAM – positive allosteric modulators of human muscarinic M5 receptor. P08912. CHO-K1 hM5, Fluo-8 calcium, ACh EC20 PAM; 0% = ACh EC20, 100% = ACh EC100. activation, % at 3 µM. actives 0.3% (n = 360,000). AID 624038;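 active means activation above the run cutoff, the mean activation of all test compounds plus 3 SD, cut at about 18% in these data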
#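 Assay system: CHO-K1 hM5 cells / Incubation: Fluo-8 loading 80 min at 37 °C plus 30 min room temperature / Technique: Fluo-8 calcium dye fluorescence, kinetic read / Repeats: single replicate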
# M1 ag parental – M1 agonist counterscreen hit in parental CHO-K1 cells | actives 0.48% (n = 360,000) | AID 602248 | Fluo-8 calcium fluorescence; scaled to maximal ATP response, vehicle zero | activation, % at 3 µM; in the data active means activation above about 15%;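 further: untransfected CHO-K1 host cells lacking M1 receptor as counterscreen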
# M4 antag – antagonists of human muscarinic M4 receptor (CHRM4) | P08173 | CHO-hM4 cells, ACh EC80, Fluo-8 calcium fluorescence | inhibition, % at 3 µM | actives 0.73% (n = 360,000) | AID 624125;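 active means inhibition above its plate's cutoff, the mean inhibition of sample wells plus 3 SD, cut at about 27% in these data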;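 further: 0% = acetylcholine EC80 with DMSO and 100% = DMSO without agonist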
# CHO-K1 Ca PAM – counter-screen for M1 PAMs: effect in parental CHO-K1 cells; ATP EC20, Fluo-8 calcium fluorescence; 0% at ATP EC20, 100% at ATP max; AID 602247; actives 0.02% (n = 360,000); activation, % at 3 µM;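 active means activation above the run cutoff, the mean activation of all test compounds plus 3 SD, cut at about 40% in these data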;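 further: peak over basal fluorescence ratio in a 140 s read after ATP addition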
# An asterisk follows results filed as active. Compounds as they come; overall some 2.7% were active at least once.
SMILES,M5 ag,CHO-K1 Ca antag,M4 PAM,M5 antag,M4 ag,CHRM5 PAM,M1 ag parental,M4 antag,CHO-K1 Ca PAM
C#CCn1c(O)c(N=NC(=O)C(O)c2ccccc2)c2ccccc21 (centres undefined),2,-11,-1,-4,0,7,0.0,-12,4
C(=C\c1nc2ccccc2[nH]1)/c1ccccc1,-2,6,0,0,0,-3,0.1,7,2
CC(C)CCc1noc(CN2CCN(CC(=O)NC(C)C)CC2)n1,2,-3,4,2,1,2,0.3,0,5
Cc1ccc(/C=C/C(=O)NCCCc2ccccc2)cc1,-6,-12,-5,-6,-3,-1,0.1,-4,15
Cc1ccc(C)c(SCC(=O)OCC(=O)Nc2ccc(S(=O)(=O)N3CCOCC3)cc2)c1,5,-6,11,-6,9,-1,4.5,-2,14
O=S(=O)(N/N=C/c1cccnc1)c1ccc(Cl)c(Cl)c1,3,-11,1,7,1,7,0.1,1,16
CS(=O)(=O)N(CC(=O)NCc1ccco1)c1cccc([N+](=O)[O-])c1,-4,-13,5,1,0,-1,0.4,-2,-3
O=[N+]([O-])c1ccc2nc(SCc3cn4ccccc4n3)[nH]c2c1,1,-15,7,7,4,-1,1.7,8,27
Cc1c(Cc2c(Cl)cccc2Cl)c(=O)ccn1C(C)c1ccccc1 (centres undefined),0,-1,-6,2,6,-6,3.3,-2,15
O=C(COc1ccc2ccccc2c1)NNC(=O)Nc1ccccc1F,-1,5,2,-1,1,-2,0.3,-2,0
COc1ccc(C(=O)O)cc1S(=O)(=O)Nc1cc(Cl)ccc1N1CCOCC1,5,-26,8,-7,0,6,0.1,-18,3
CCOC(=O)C1(CCOc2ccccc2)CCN(Cc2cnc(C)s2)CC1,-9,-23,-4,0,6,1,5.3,3,12
CCN(CC)CCC(=O)Nc1cccc2c1C(=O)c1ccccc1C2=O,-2,8,4,11,1,3,-0.1,-3,-8
COc1ccc(CCNC(=O)CSc2nnc(Cn3c(=O)sc4ccccc43)n2C)cc1OC,2,-14,2,-1,1,0,0.4,5,8
CCCn1c(O)c(N=NC(=O)c2ccco2)c2ccccc21,0,3,2,4,6,-11,3.1,-12,11

# Random excerpt: three records from the list.
SMILES,M5 ag,CHO-K1 Ca antag,M4 PAM,M5 antag,M4 ag,CHRM5 PAM,M1 ag parental,M4 antag,CHO-K1 Ca PAM
CS(=O)(=O)N(CC(=O)NCc1ccco1)c1cccc([N+](=O)[O-])c1,-4,-13,5,1,0,-1,0.4,-2,-3
CCCn1c(O)c(N=NC(=O)c2ccco2)c2ccccc21,0,3,2,4,6,-11,3.1,-12,11
COc1ccc(CCNC(=O)CSc2nnc(Cn3c(=O)sc4ccccc43)n2C)cc1OC,2,-14,2,-1,1,0,0.4,5,8

# (next part)
SMILES,M5 ag,CHO-K1 Ca antag,M4 PAM,M5 antag,M4 ag,CHRM5 PAM,M1 ag parental,M4 antag,CHO-K1 Ca PAM
Cc1ccc(C(=O)O)cc1NC(=S)NC(=O)c1ccc([N+](=O)[O-])cc1Cl,1,-6,-5,-3,0,-2,0.1,-2,17
CCOc1ncccc1C(=O)NCc1ccc(OC)c(OC)c1,4,-4,2,1,5,-4,1.9,-5,2
CCOCC(=O)N1CCN(c2ccccc2OC)CC1,0,-13,5,-10,1,-1,0.5,-7,13
Cc1cc(C)cc(NC(=S)Nc2ccc3cn[nH]c3c2)c1,-4,-12,7,12,-1,-8,0.5,5,15
CCn1c(=O)n(CC(=O)N2CCN(c3ccccc3F)CC2)c(=O)c2ccccc21,-6,0,7,5,5,0,1.0,-4,-3
CCOc1ccc(S(=O)(=O)NCCC(=O)NCC(c2ccc(OC)cc2)N2CCOCC2)cc1 (centres undefined),-3,-5,0,10,0,-2,-0.3,5,15
Cc1cccc(/C=N/NC(=O)c2ccncc2)n1,-2,-9,8,11,1,-3,0.3,-3,5
CCC1CCCCN1C(=O)COC(=O)c1cc(Br)ccc1Cl (centres undefined),-3,-17,-2,11,-1,-6,0.8,-10,20
O=S(=O)(c1ccc(N2CCN(S(=O)(=O)c3ccccc3)CC2)nc1)N1CCCC1,2,5,4,3,2,-2,0.7,-7,-9
Cc1ccc(CNC(=O)CN2C(C)CCCC2C)cc1 (centres undefined),-3,-5,6,8,0,-3,0.2,7,-11
Cc1ccc(/C=N/NC(=O)c2c[nH]c3ccccc23)o1,4,-11,3,-8,1,0,0.7,7,25
CC(C)CC(=O)Nc1ccc(S(=O)(=O)Nc2nccs2)cc1,1,-5,-1,-2,1,9,2.1,4,21
CC1CC(=O)Nc2ccccc2N1S(=O)(=O)c1ccc(Cl)cc1 (centres undefined),-1,-14,-8,-3,1,3,0.6,1,8
COc1ccc(NC(C)=O)cc1CNC(=O)CN1CCOCC1,-1,-8,-5,16,1,-5,-0.2,0,3
O=C(C1CCN(C2CC(=O)N(c3cccc(Cl)c3)C2=O)CC1)N1CCCC1 (centres undefined),-2,-1,4,2,0,-2,0.6,-1,14
COC(=O)C1(C)CCc2cc(OC)ccc2C1=O (centres undefined),-2,-3,-15,3,2,-3,1.4,4,-4
CN(C)c1cc2c3ccccc3n(C)c2cc1N,-12,-24,3,5,0,1,0.3,-18,17
CCC(C)c1ccc(S(=O)(=O)Nc2cccnc2)cc1 (centres undefined),0,1,-15,4,9,-13,9.2,2,-15
CN(C)C1(CNC(=O)Nc2ccccc2)CCCCC1,-5,-8,2,4,0,2,1.2,0,13
CC(=O)Nc1ccc(S(=O)(=O)N(C)CC(=O)OC2CCCCC2=O)cc1 (centres undefined),3,-2,4,-4,1,4,0.3,-2,-6
O=C1c2ccccc2C(=O)N1c1ncn[nH]1,5,-5,-7,-5,0,8,0.8,2,6
COc1ccc(CNS(=O)(=O)c2ccc3c(c2)N(C(C)=O)CC(C)S3)cc1 (centres undefined),8,8,-5,14,18,-12,17*,-2,-15
CN(C)c1cccc(C(=O)OCC(=O)NC2CCCC2)c1,-2,-4,-2,-4,0,0,1.1,-4,10
CCOC(=O)c1c(C)[nH]c(C(=O)COC(=O)COc2ccc(OC)cc2)c1C,-2,-2,3,0,1,-2,16*,-3,17
COC(=O)c1cc(S(=O)(=O)Nc2c(C)cccc2C)cn1C,1,-5,3,2,1,-4,0.2,-3,10
O=C(CNC(=O)c1ccccc1)N/N=C/c1cc(Br)ccc1O,-2,-2,14,-6,1,3,0.8,-1,15
Cc1ccc(OCC(=O)N/N=C/c2cccnc2)cc1,-3,7,0,8,1,0,0.3,0,-13
N/C(=N\OC(=O)Cc1ccccc1)c1ccc([N+](=O)[O-])cc1,-3,-1,1,1,0,-6,0.3,5,13
COc1cccc(S(=O)(=O)N(C)C[C@H]2OCc3cnnn3CCCC(=O)N([C@H](C)CO)C[C@H]2C)c1,-1,-8,-4,-3,0,-1,0.2,-20,2
Cc1cccc(CCNC(=O)C2CCN(S(=O)(=O)c3c(C)noc3C)CC2)c1,2,-22,4,-3,2,-1,2.4,13,-3

# Ordered by value in M4 PAM (smallest number first): 3 of the compounds above
SMILES	M5 ag	M4 PAM	M5 antag	M4 ag	CHRM5 PAM	M4 antag
O=C1c2ccccc2C(=O)N1c1ncn[nH]1	5	-7	-5	0	8	2
CN(C)c1cccc(C(=O)OCC(=O)NC2CCCC2)c1	-2	-2	-4	0	0	-4
COC(=O)c1cc(S(=O)(=O)Nc2c(C)cccc2C)cn1C	1	3	2	1	-4	-3

# The results go on.
SMILES,M5 ag,CHO-K1 Ca antag,M4 PAM,M5 antag,M4 ag,CHRM5 PAM,M1 ag parental,M4 antag,CHO-K1 Ca PAM
CCN1C(=O)[C@H]2[C@@H](c3ccc(-c4ccc(F)cc4)c(OC)c3)N3CCC[C@@]3(C(=O)OC)[C@H]2C1=O,3,-9,2,9,7,-2,0.7,0,-4
Cc1nc2c(-c3ccc(F)cc3)c(C)nn2c(C)c1CCC(=O)NCCN1CCOCC1,-2,0,9,-8,0,1,-0.5,-19,-6
COc1ccccc1/C=C/C(=O)OCC(=O)Nc1ccccc1Sc1ccccc1,-2,-14,-7,-6,0,-7,0.5,-15,10
CSc1ccc(S(=O)(=O)NC2CC3CCC2C3)cc1 (centres undefined),-3,-3,-4,9,1,-2,0.7,6,6
Oc1ccc(Nc2nc(N3CCCC3)c3ccccc3n2)cc1,-9,18,-4,2,0,5,-0.4,-1,-7
CC(=O)Nc1ccc(S(=O)(=O)NC2(C(F)(F)F)NC(=O)N(CC(C)C)C2=O)cc1 (centres undefined),-1,8,-3,24,1,-9,0.3,7,-9
CCOC(=O)c1[nH]ncc1CN1CCCC(C(=O)c2cccc3ccccc23)C1 (centres undefined),-5,-10,-5,-4,2,0,3.0,2,24
COCCN(CCOC)C(=O)CN1C(=O)NC2(CCCc3sccc32)C1=O (centres undefined),-1,-6,-5,8,1,-3,1.1,0,-5
COc1cc(-c2nc3c[n+](CC(=O)c4ccccc4)ccc3n2C)cc(OC)c1OC,-1,-8,2,3,1,-2,6.6,2,15
O=C(CCC(=O)N(CC(=O)NC1CCCCC1)c1ccccc1F)Nc1nccs1,2,-12,-3,6,1,0,1.8,8,4
CCCc1cc(=O)[nH]c(SCC(=O)Nc2sc3c(c2C#N)CCCC3)n1,1,5,4,2,2,-2,1.9,0,20
O=C(Nc1cccc(S(=O)(=O)N2CCOCC2)c1)c1cc([N+](=O)[O-])ccc1N1CCOCC1,2,-3,9,-3,3,2,0.4,-6,-9
O=C(O)CCCN1C(=O)/C(=C\c2ccccc2OCc2ccccc2)SC1=S,-1,-16,6,-1,-2,5,0.8,1,12
COc1ccc(CN2CCN(C(=O)c3cccs3)CC2)c(OC)c1OC,0,6,2,3,1,0,0.1,-5,-7
CCCCN(C(=O)C1CC(=O)N(c2ccc3c(c2)OCCO3)C1)c1c(N)n(CC(C)C)c(=O)[nH]c1=O (centres undefined),0,0,7,4,2,-2,0.5,-28,7

# Rewritten with two lines to a compound: part of the list above.
# Under each structure: M5 ag	CHO-K1 Ca antag	M4 PAM	M5 antag	M4 ag	CHRM5 PAM	M1 ag parental	M4 antag	CHO-K1 Ca PAM
COC(=O)c1cc(S(=O)(=O)Nc2c(C)cccc2C)cn1C
→ 1	-5	3	2	1	-4	0.2	-3	10
CCCn1c(O)c(N=NC(=O)c2ccco2)c2ccccc21
→ 0	3	2	4	6	-11	3.1	-12	11
Cc1ccc(/C=N/NC(=O)c2c[nH]c3ccccc23)o1
→ 4	-11	3	-8	1	0	0.7	7	25
C#CCn1c(O)c(N=NC(=O)C(O)c2ccccc2)c2ccccc21 (centres undefined)
→ 2	-11	-1	-4	0	7	0.0	-12	4
O=C(CNC(=O)c1ccccc1)N/N=C/c1cc(Br)ccc1O
→ -2	-2	14	-6	1	3	0.8	-1	15
COc1ccccc1/C=C/C(=O)OCC(=O)Nc1ccccc1Sc1ccccc1
→ -2	-14	-7	-6	0	-7	0.5	-15	10

# Compound activity (PubChem BioAssay)
